From PubChem
EP2 antag – EP2 receptor (human) inhibition; actives 0.52% (n = 260,000); P43116; AID 1422; C6 glioma cells expressing human EP2, cAMP TR-FRET; cells stimulated with saturating PGE2; inhibition, % at 25 µM;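 active = percent inhibition above 40 after rounding to a whole number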;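 also: rat C6 glioma host cells with rolipram phosphodiesterase inhibitor present; the protocol text gives 20 µM as final concentration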
Rad51 HR inh – blocks human Rad51 in homologous recombination | inhibition, % at 10 µM | hRad51 DNA strand exchange, fluorescence dequenching | Q06609 | actives 0.085% (n = 200,000);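 active = inhibition above 40% at the single screening dose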;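 also: 0% = DMSO control wells and 100% = blanks with heterologous ssDNA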
Target sequence (Q06609 whole entry, looked up): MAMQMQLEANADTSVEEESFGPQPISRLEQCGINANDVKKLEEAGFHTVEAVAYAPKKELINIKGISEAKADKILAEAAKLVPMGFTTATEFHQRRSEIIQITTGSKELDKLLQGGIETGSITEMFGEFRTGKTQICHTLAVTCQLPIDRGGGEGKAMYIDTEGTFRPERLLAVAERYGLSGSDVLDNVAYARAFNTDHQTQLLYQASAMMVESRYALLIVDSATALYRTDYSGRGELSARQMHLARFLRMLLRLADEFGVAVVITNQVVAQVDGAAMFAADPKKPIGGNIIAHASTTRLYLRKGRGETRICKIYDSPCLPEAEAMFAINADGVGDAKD
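System: human Rad51 nucleoprotein filaments preassembled on unlabelled ssDNA. Reagent: labelled 47-mer dsDNA for strand exchange. Schedule: 30-min compound preincubation and 15-min exchange, both room temperature. Measured by: FRET fluorescence dequenching, excitation 485 nm, emission 520 nm. Read-out: Fluorescence-based percent inhibition, control- and blank-normalised. Benchmarks: plate controls and plate blanks.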
14-3-3 Bad PPI – disrupts binding of bovine 14-3-3 zeta to phospho-Bad peptide | P63103 | TR-FRET 14-3-3zeta/Dy647-pBad peptide displacement, 1 h | inhibition, % at 21.7 µM | actives 0.71% (n = 220,000);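 active = inhibition above about 70%, limit read from the data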;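 also: 0% = full 14-3-3 plus peptide FRET controls and 100% = background without 14-3-3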
Target sequence (P63103 whole entry, looked up): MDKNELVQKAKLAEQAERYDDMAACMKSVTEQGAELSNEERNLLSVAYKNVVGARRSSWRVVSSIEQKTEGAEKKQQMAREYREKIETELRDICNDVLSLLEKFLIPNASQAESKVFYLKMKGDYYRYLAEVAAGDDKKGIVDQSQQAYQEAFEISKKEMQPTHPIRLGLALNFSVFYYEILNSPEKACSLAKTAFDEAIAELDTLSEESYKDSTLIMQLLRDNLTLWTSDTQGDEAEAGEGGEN
EP2 modulator – modulators of human EP2 prostaglandin E2 receptor; P43116; EP2-expressing cells, cAMP HTRF FRET, PGE2 co-stimulation; induction, % at 25 µM; actives 0.83% (n = 260,000);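 active = compounds whose cAMP rise, as percent of the full-agonist control response, exceeds 60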;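 also: rat C6 glioma line stably carrying human EP2 under a CMV promoter; the protocol text gives 20 µM as final concentration; 100% = response of wells given 1 µM PGE2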
L929 necroptosis – L929 zVAD cell death inhibition | L929 zVAD necroptosis rescue, ATP luminescence, 24 h; with zVAD 60 µM | actives 0.38% (n = 220,000) | viability rescue, % at 10 µM;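 active = activation, scaled between plate controls, above about 75%, limit read from the data; inactive = activation under that limit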;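 also: 0% = zVAD with DMSO and 100% = DMSO alone without zVAD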
TbHK1 inh – T. brucei hexokinase 1 inhibition | recombinant TbHK1, G6PDH-coupled NADH A340 | inhibition, % at 10 µM | actives 0.11% (n = 220,000) | AID 1430;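 active = inhibition of 50% or more in the single-dose primary screen; inactive = inhibition below 50%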
m-calpain inh – inhibitors of pig calpain II; purified calpain II, fluorogenic peptide substrate, 30 min; inhibition, % at 16 µM; AID 1236; actives 0.37% (n = 220,000);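 active = inhibition above about 50%, limit read from the data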
eIF4E-4G inh – blocks eIF4E binding to eIF4G; P63073+Q04637; TR-FRET eIF4E-eIF4GI(517-606) binding, 2 h; inhibition, % at 21.7 µM; actives 0.37% (n = 220,000);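 active = inhibition above about 30%, limit read from the data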;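 also: 0% = full FRET control wells and 100% = background wells lacking eIF4GI fragment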
Hck-Nef inh – human Hck-Nef kinase inhibition. P08631. AID 463187. actives 0.68% (n = 220,000). Recombinant Hck-YEEI plus Nef, Z-Lyte FRET kinase assay. inhibition, % at 20 µM;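 active = Hck-Nef kinase inhibition above about 50%, limit read from the data; inactive = inhibition below that limit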;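 also: 0% = DMSO with Hck plus Nef and 100% = Hck alone without Nef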
Target sequence (P08631 whole entry, looked up): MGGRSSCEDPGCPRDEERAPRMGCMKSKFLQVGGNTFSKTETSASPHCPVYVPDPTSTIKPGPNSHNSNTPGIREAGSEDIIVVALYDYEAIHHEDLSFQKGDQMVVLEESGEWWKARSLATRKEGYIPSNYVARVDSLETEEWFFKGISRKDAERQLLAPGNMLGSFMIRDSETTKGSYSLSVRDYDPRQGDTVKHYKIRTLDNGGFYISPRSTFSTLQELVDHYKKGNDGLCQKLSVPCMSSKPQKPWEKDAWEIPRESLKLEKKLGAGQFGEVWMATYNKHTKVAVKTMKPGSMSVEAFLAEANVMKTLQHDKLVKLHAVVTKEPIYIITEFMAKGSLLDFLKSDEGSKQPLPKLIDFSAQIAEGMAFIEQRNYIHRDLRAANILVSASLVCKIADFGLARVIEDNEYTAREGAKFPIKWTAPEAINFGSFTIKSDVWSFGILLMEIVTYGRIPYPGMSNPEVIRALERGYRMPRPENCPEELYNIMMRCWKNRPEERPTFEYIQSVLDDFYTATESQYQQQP
The depositor's hits bear a star; i = inactive; · = no result given; & = joins results of further samples; [ ] = dose if it differs, or a comment. Only part of the results is shown, so the mix of outcomes need not match the whole.

SMILES | EP2 antag | Rad51 HR inh | 14-3-3 Bad PPI | EP2 modulator | L929 necroptosis | TbHK1 inh | m-calpain inh | eIF4E-4G inh | Hck-Nef inh
Clc1cc(Cl)cc(Nc2ncn[nH]2)c1 | 8 | 4 | 3 | -6 | -0.1 | 7 | -3 | 1 | 26
O=C(CCNC(=O)c1ccco1)Nc1ccc(Cl)cc1 | 4 | -6 | 2 | 6 | 0.2 | 11 | 13 | 3 | 23
O=C1CC(N2CCC(c3nc4ccccc4o3)CC2)C(=O)N1c1ccc(Cl)c(C(F)(F)F)c1 (stereo not drawn) | 14 | 6 | -1[fluorescence artefact?] | -6 | 0.4 | -7 | -14 | -2[fluorescence artefact?] | 6
O=c1c2ccccc2nc2n1C(CSc1ccc(F)cc1)CS2 (stereo not drawn) | 8 | 17 | 1 | -6 | -0.7 | -4 | 10 | 0 | 15
CCOC(=O)N1CCN(S(=O)(=O)c2ccc(F)c(C(=O)Nc3cc(C)cc(C)c3)c2)CC1 | 6 | 5 | 11 | -11 | -0.2 | 4 | 6 | 3 | -8
O=C(NCc1ccco1)c1ccc(Cn2c(=O)c3sccc3n(Cc3cccc(F)c3)c2=O)cc1 | 19 | 7 | 0 | 19 | 1.6 | 5 | -134 | -4 | 4
COc1ccc(C2CC(=O)c3cnc(N)nc3C2)c(OC)c1 (stereo not drawn) | 16 | 2 | 2[fluorescence artefact?] | 7 | 0.1 | 4 | -12 | 1 | 1
N#CCSc1nc2ccccc2c(=O)n1CC1CCCC1 | 6 | -5 | -4 | 54 | 27 | -2 | -26 | 1 | 12
CCC(=O)N(CCc1ccccc1)Cc1cc2cc3c(cc2[nH]c1=O)OCO3 | 11 | · | 11 | -12 | 0.6 | -27 | -102 | 6 | 0
Cc1ccc(N(CC(=O)NC2CCCCC2)C(=O)Cn2nnc(-c3ccc(C)o3)n2)cc1 | 5 | 23 | -11 | 18 | 0.8 | 4 | -10 | 3 | 20
COc1ccc(-c2oc3ccccc3c(=O)c2OC(C)=O)cc1 | 11 | -2 | -6 | 21 | 71 | -17 | i | -7 | -6
CC1(C)CC(C(CCN(Cc2ccccc2)C(=O)c2ccco2)c2ccc(F)cc2)CCO1 (stereo not drawn) | 2 | 19 | 5 | 42 | -0.1 | -3 | 34 | 17 | 5
Clc1ccccc1Nc1nc(-c2cccnc2)cs1 | 11&7 | 7 | -4 | 28&16 | 68 | 0 | -4 | -1 | 25
CCOC(=O)c1ccc(-n2c(=S)sc3c(=O)[nH]c(C)nc32)cc1 | 7 | 2 | 9 | 25 | -0.3 | -24 | 21 | -4 | -1
CN(C)S(=O)(=O)c1ccc(Cl)c(NC(=O)CN2CCC(Cc3ccccc3)CC2)c1 | 6 | · | 2 | 12 | 3.5 | 6 | 17 | -4 | 21
O=C(NN=c1c(=O)c2ccccc2c1=O)c1ccccc1 | 3 | 7 | 55[fluorescence artefact?] | -46 | 0.5 | -15 | 9 | 11[fluorescence artefact?] | 2
CCNC(=S)N(Cc1cc2cc(C)c(C)cc2[nH]c1=O)C1CCCC1 | 3 | · | -7 | 22 | 3.1 | -15 | -51 | -1 | 13
CCC(=O)Nc1cccc(NC(=O)c2ccc(C)c([N+](=O)[O-])c2)c1 | 1 | -1 | -1 | -1 | 0.5 | -2 | -6 | 7 | 1
NS(=O)(=O)c1ccc(Nc2ncccc2[N+](=O)[O-])cc1 | 11 | -3 | -4 | 37 | -0.5 | -6 | -55 | 2 | -1
COc1cc(/C=N/N(C)C)ccc1OC(=O)c1ccco1 | 3 | -1 | -8 | 18 | 0.2 | -3 | 4 | -5 | 14
COc1ccc(OCC(=O)Nc2nccs2)cc1 | 9 | -5 | -5 | 14 | 4.9 | 4 | -27 | 1 | 19
Cc1ccccc1-c1nc(Cc2ccccc2)no1 | 13 | -3 | -5 | 25 | -0.2 | -2 | 22 | -2 | -1
Nc1nnc(SCC(=O)c2ccco2)s1 | 1 | 2 | -2 | 8 | 0.0 | 0 | -36 | -3 | 1
COc1ccc(-c2[nH]c(-c3ccc(SC)cc3)nc2SCC(=O)Nc2nccs2)cc1 | 12 | 3 | 11[fluorescence artefact?] | -107 | 0.2 | -1 | -24 | -1[fluorescence artefact?] | 5
O=C(/C=C/c1ccccc1)Nc1cccnc1Oc1ccccc1F | 10 | -4 | 6 | -47 | 0.9 | -14 | 35 | -2 | -17

Some of the entries so far, as a markdown table:
| SMILES | EP2 antag | Rad51 HR inh | 14-3-3 Bad PPI | EP2 modulator | L929 necroptosis | TbHK1 inh | m-calpain inh | eIF4E-4G inh | Hck-Nef inh |
| --- | --- | --- | --- | --- | --- | --- | --- | --- | --- |
| COc1cc(/C=N/N(C)C)ccc1OC(=O)c1ccco1 | 3 | -1 | -8 | 18 | 0.2 | -3 | 4 | -5 | 14 |
| COc1ccc(OCC(=O)Nc2nccs2)cc1 | 9 | -5 | -5 | 14 | 4.9 | 4 | -27 | 1 | 19 |
| Cc1ccccc1-c1nc(Cc2ccccc2)no1 | 13 | -3 | -5 | 25 | -0.2 | -2 | 22 | -2 | -1 |
| Nc1nnc(SCC(=O)c2ccco2)s1 | 1 | 2 | -2 | 8 | 0.0 | 0 | -36 | -3 | 1 |

Remaining list, next part:
SMILES | EP2 antag | Rad51 HR inh | 14-3-3 Bad PPI | EP2 modulator | L929 necroptosis | TbHK1 inh | m-calpain inh | eIF4E-4G inh | Hck-Nef inh
O=[N+]([O-])c1ccc(S(=O)(=O)CC(CN2CCOCC2)N2CCOCC2)cc1 (stereo not drawn) | 6 | -2 | -20 | 23 | -0.2 | 3 | -39 | 0 | 22
C/C(=C/C(=O)Nc1cccc(F)c1)N1CCCC1 | 16 | 4 | -13 | -2 | 2.0 | -6 | -10 | 2 | 12
COc1ccccc1N1CCN(S(=O)(=O)c2cnc[nH]2)CC1 | 11 | -2 | 4[fluorescence artefact?] | 11 | 0.1 | -7 | -3 | -2 | 2
CN1CCN(C(=O)c2cnn(-c3ccccc3)c2NC(=O)c2ccccc2F)CC1 | 15 | -6 | -10 | 5 | -0.3 | 4 | -16 | -9 | 1
COc1ccc(CNC(=O)CCc2c(C)nc3ncnn3c2C)cc1 | 4 | 3 | 3 | -4 | 0.8 | -4 | 9 | 7 | -1
CCc1noc(C)c1C(=O)Nc1ncc(C)s1 | 4 | -7 | -7 | 20 | 1.1 | -10 | -11 | -8 | 6
O=C(Nc1nnc(-c2ccc(Cl)s2)o1)C1CCCCC1 | 6 | -5 | · | · | 0.0 | -9 | · | · | -1
O=C(CSc1nnc(CNC(=O)c2ccco2)o1)c1ccc(Cl)cc1 | 16 | 3 | 2 | 1 | 0.8 | 1 | -7 | 7 | 1
CCCc1cc(=O)[nH]c(/N=C(\N)Nc2ccccc2)n1 | 5 | 3 | · | -18 | -0.5 | 1 | -5 | · | 12
Cc1cccc(C)c1NC(=S)NNc1ncc(C(F)(F)F)cc1Cl | 11 | -5 | 0 | 13 | -0.1 | -8 | -72 | 1 | 8
Cc1cc(C)c(S(=O)(=O)N2CCCCCC2)cc1Br | 3 | · | -3 | 20 | 0.6 | 0 | 33 | 3 | 9
Cc1ccc(C(=O)OCC(=O)Nc2cccc(S(=O)(=O)NC3=NCCCCC3)c2)c(C)c1 | 2 | -3 | 5 | -32 | 0.6 | 12 | 20 | 4 | -18
O=C(CN1C(=O)c2ccccc2C1=O)Nc1sc2c(c1C(=O)NCc1ccco1)CCCC2 | 6 | 3 | 0 | 46 | 0.0 | -6 | -69 | -14 | 1
Cn1c(SCC(=O)Nc2ccccc2)nc2c([nH]c3ccccc32)c1=O | 5 | 15 | 0 | -1 | 0.6 | -25 | -36 | 1 | 7
O=C(c1cc2cc([N+](=O)[O-])ccc2oc1=O)N1CCN(c2ncccn2)CC1 | 7 | · | -10 | 10 | 0.1 | -11 | -45 | -4 | -1
CC(Oc1ccc(F)cc1F)C(=O)/C=C/N(C)C (stereo not drawn) | 9 | 2 | 10[fluorescence artefact?] | 13 | -0.5 | -4 | -11 | 3 | 0
O=C(O)CCc1nn2c3ccccc3n(Cc3ccccc3F)c2nc1=O | 0 | 4 | -9 | 10 | 3.7 | -1 | -324 | 3 | 21
Cc1cccc(C)c1Nc1c(-c2ccccc2O)nc2ncccn12 | 10 | · | 9 | 0 | 0.3 | -8 | -13 | 3 | 8
CCCCCCn1nc(C(=O)OCC(=O)NC2CCS(=O)(=O)C2)c2ccccc2c1=O (stereo not drawn) | 6 | -1 | -7 | 3 | 1.6 | 0 | -8 | -1 | 0
O=C(Cn1cnc2ccccc2c1=O)Nc1cccc(S(=O)(=O)N2CCCCC2)c1 | 6 | 12 | 0 | -10 | 2.0 | -7 | 34 | 0 | 4
Cc1noc(C)c1S(=O)(=O)N1CCN(c2ccccc2)CC1 | 9 | -6 | 4 | -7 | -0.2 | -3 | -9 | 1 | 1
CCOC(=O)c1[nH]c2ccc(OCC)cc2c1NC(=O)CN1CCN(c2ccccn2)CC1 | 15 | 0 | -13[fluorescence artefact?] | -14 | 0.5 | -7 | i | 7 | 1
CN1CCC(OC(c2ccccc2)c2ccccc2)CC1 | 13&16 | 2 | 3 | 21&-25 | -0.3 | 2 | 4 | -2 | 0
CNC(=O)c1cc2c(s1)-c1ccccc1CC2 | 8 | 1 | 20 | -55 | 2.3 | -29 | i | 4 | 0
Cn1nccc1C(=O)Nc1ccc(Cl)cc1 | -4 | 8 | 1 | -33 | -0.1 | -1 | 18 | 0 | 1

Remaining list, next part
SMILES | EP2 antag | Rad51 HR inh | 14-3-3 Bad PPI | EP2 modulator | L929 necroptosis | TbHK1 inh | m-calpain inh | eIF4E-4G inh | Hck-Nef inh
CC(=O)N1N=C(c2ccncc2)OC12CCCCCC2 | 3 | 0 | -2[fluorescence artefact?] | 33 | 0.0 | -9 | -315 | -2[fluorescence artefact?] | 7
CCOc1ccc2nc(NCCNC(=O)C(C)C)c(C)cc2c1 | 6 | -8 | 37 | -13 | 0.5 | -9 | -126 | 1 | -2
Cn1c(SCC(=O)c2ccc(F)cc2)nnc1-c1cccnc1 | 5 | -19 | 6 | 6 | 0.2 | -2 | -8 | -3 | -7
CCCCN(CCCC)S(=O)(=O)c1ccc(NC(=O)c2cccs2)cc1 | 4 | -4 | 0 | -5 | 1.0 | 15 | 12 | -4 | -1
OCCNc1nc(-c2ccccc2)c2cc(Cl)ccc2n1 | 4 | 7 | -4 | 9 | 1.5 | -8 | i | -4 | 12
COC(=O)c1cc(NC(=O)c2nn(C)c(=O)c3ccccc23)cc(C(=O)OC)c1 | 12 | 4 | 1 | -30 | 4.7 | -8 | -81 | 2 | -1
CCOc1ccc(CNC(=O)c2ccc(Sc3ccc(Cl)cc3)c(NC(C)=O)c2)cc1OC | 3 | -4 | -9 | 2 | 2.6 | -7 | -8 | 5 | 0
Cc1ccc2c(c1)CN1CN2Cc2cc(C)ccc21 | -3 | -2 | -6 | 15 | 0.8 | 1 | -9 | 4[fluorescence artefact?] | 2
COc1ccc(-c2cc(C(F)(F)F)n3ncc(C(=O)O)c3n2)cc1OC | 11 | 1 | 24[fluorescence artefact?] | 21 | -0.3 | -12 | -5 | 8 | 1
Cc1cc(-n2nc(C)cc2C)n2nc(C)c(-c3ccc(Cl)cc3)c2n1 | 11 | 6 | -9[fluorescence artefact?] | 15 | 0.3 | -6 | 19 | -15 | 0
COc1ccc(OCCC(=O)N2CCCCC2)cc1 | · | · | -5 | -11 | 0.1 | -11 | 5 | -1 | 1
CC(Oc1ccc(Cl)cc1)c1ccn[nH]1 (stereo not drawn) | 5 | 22 | -18 | 9 | 1.6 | -1 | 2 | 0 | 4
COc1ccc(C(=O)Nn2c(SCC(=O)c3ccc(Cl)cc3)nc3ccccc3c2=O)cc1 | 5 | -3 | -1 | -36 | -0.1 | -3 | -124 | 2 | -1
